AI-2 QS mod: Vibrio harveyi AI-2 quorum sensing modulation. Vibrio harveyi JMH597 AI-2 luminescence/OD600 ratio, 9 h; stronger effect = lower value; strain lacks LuxN and CqsS sensors; 0 = neutral-control median. activity change, % at 7.5 µM. 300,000 tested, 0.4% active. AID 2094; in the data active means activity change below about -75%, passing the limit was not always enough;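 further: luminescence divided by OD600 gain over 9 h not by final OD600 alone; inactives centre near 13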
PolyA inhibitor: blocks polyadenylation in yeast reporter cells; S. cerevisiae SKY197-pL101 polyadenylation reporter, beta-gal luminescence; efflux-impaired pdr1/pdr3 knockout yeast; score 100 = 6 SD above DMSO; AID 1875; calls only at 12 µM; 300,000 tested, 0.02% active;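 active means lowest replicate activity score at least 50, where 100 means six control SD above control mean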;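 further: yeast exposed to compound for 9 h at 30 °C; higher score means more reporter readthrough which indicates perturbed polyadenylation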
HSF1 inh: HSF1 inhibition. NIH3T3-HGL HSE-luciferase, MG132-induced, luminescence 8 h; stronger effect = lower value. activity change, negative = inhibition, % at 7.5 µM (by protocol). 300,000 tested, 0.77% active. AID 2098;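 active means more than half of replicate wells show activity change below -50%, luminescence cut by over half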;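 further: luciferase reports HSF-1 transcriptional activity via heat shock element; 0% = median of DMSO wells and -100% = zero luminescence signal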
HSF1 activator: increases HSF-1 driven luciferase reporter signal; activation, % at 9 µM; AID 504408; 300,000 tested, 1.7% active; NIH3T3-HGL HSF-1 luciferase reporter, MG132, 8 h; 100% = twice DMSO control signal;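 active means mean replicate activation of at least 50% with a set share of replicates each reaching 50%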;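 further: 0% = median of the neutral control wells and 100% = twice that signal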
HSP90 refold inh: inhibitors of HSP90 luciferase refolding in rabbit reticulocyte lysate | luciferase refolding luminescence, 3 h | 290,000 tested, 0.91% active | inhibition, % at 5.6 µM;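 active means inhibition above the screen-wide mean plus 3 SD, computed separately per campaign, cut at about 16% in these data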;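 further: 0% = DMSO wells and 100% = 60 µM geldanamycin wells; inhibitors lower the luminescence because luciferase stays unfolded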
GSK3beta inhib: human GSK3beta kinase inhibition; activity score (negative = inhibition), % at 10 µM; P49841; 300,000 tested, 0.038% active; GST-GSK3beta kinase, ADP-Glo luminescence, 60 min; stronger effect = lower value; AID 2097;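 active means more than half of replicate wells score below -50%, meaning over 50% inhibition versus plate controls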;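 further: 0% = median DMSO wells and -100% = median GW8510 positive control wells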
Target sequence (P49841 whole entry, looked up): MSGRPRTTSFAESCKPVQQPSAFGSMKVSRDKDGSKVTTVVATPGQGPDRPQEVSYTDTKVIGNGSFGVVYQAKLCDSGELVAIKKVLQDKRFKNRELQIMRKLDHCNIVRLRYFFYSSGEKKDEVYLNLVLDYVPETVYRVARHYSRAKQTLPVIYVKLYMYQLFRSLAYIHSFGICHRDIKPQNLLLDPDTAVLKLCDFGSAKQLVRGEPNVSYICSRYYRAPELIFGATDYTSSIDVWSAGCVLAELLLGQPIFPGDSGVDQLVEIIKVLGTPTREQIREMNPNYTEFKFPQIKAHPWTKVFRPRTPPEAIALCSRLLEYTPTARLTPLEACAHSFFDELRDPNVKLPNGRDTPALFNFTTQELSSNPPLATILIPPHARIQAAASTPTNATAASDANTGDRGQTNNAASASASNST
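test system = GST-tagged human GSK3beta kinase, cell-free | reagent = 25 µM ATP with peptide substrate | dosing = one dose of 10 µM per compound | schedule = 60 min reaction, RT | detection = luminescent ADP-Glo measurement of ADP formed | control set = DMSO neutral wells and GW8510 at 20 µM as positive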
Platelet DG rel: platelet dense granule release activity. AID 1663. human platelet-rich plasma, SFLLRN dense granule ATP release, luminescence. 300,000 tested, 0.22% active. inhibition, %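 (compounds screened at 7.5 µM in platelet-rich plasma)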;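 active means mean replicate score, as percent of positive control, at or above 50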
HDAC3 inh: human HDAC3 inhibition. 320,000 tested, 0.15% active. recombinant HDAC3, fluorogenic peptide/trypsin coupled, fluorescence. AID 2718. inhibition, % at 8.3 µM; in the data active means inhibition above about 26%, passing the limit was not always enough
Target sequence (O15379 whole entry, looked up): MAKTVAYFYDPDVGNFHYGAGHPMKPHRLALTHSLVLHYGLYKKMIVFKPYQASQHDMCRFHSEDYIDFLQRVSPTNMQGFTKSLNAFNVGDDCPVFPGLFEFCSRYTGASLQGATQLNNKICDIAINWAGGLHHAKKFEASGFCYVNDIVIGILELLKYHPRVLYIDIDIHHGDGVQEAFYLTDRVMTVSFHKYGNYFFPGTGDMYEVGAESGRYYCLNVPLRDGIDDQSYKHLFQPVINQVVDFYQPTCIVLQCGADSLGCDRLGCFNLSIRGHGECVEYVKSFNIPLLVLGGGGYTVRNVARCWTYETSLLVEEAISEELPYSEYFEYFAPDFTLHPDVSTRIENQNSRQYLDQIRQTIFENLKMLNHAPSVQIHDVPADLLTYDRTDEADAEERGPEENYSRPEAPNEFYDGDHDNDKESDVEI
DYRK1A inh: inhibitors of rat Dyrk1A kinase; 310,000 tested, 0.43% active; ADP-Glo luminescence, NFATc1 peptide; inhibition, % at 12.5 µM; Q63470; in the data active means inhibition above about 50%;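 further: plate controls were vehicle with enzyme for no effect and no enzyme for full effect; many of its hits are not listed in these tables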
GSK3 alpha inh: human GSK-3 alpha kinase inhibition; P49840; ADP-Glo luminescence, 60 min; inhibition, % at 10 µM; 320,000 tested, 0.1% active;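 in the data active means inhibition above about 50%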;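 further: GST-tagged GSK-3 alpha with peptide substrate and 25 µM ATP; 0% = DMSO neutral wells and 100% = GW8510 positive control wells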
Active calls of the source: *; i = inactive; / = not tested or not shown.

SMILES	AI-2 QS mod	PolyA inhibitor	HSF1 inh	HSF1 activator	HSP90 refold inh	GSK3beta inhib	Platelet DG rel	HDAC3 inh	DYRK1A inh	GSK3 alpha inh
COC(=O)c1cc(S(=O)(=O)N2CCCC2)c(Cl)cc1Cl	9	i	1	4	6	2	-2	-6	/	0
N#Cc1ccccc1OCC(=O)C1CC1	-5	i	13	46	2	-5	4	4	-1	1
Cc1cc(C)n2nc(SCC(=O)N/N=C/c3ccccc3F)nc2n1	18	i	8	-16	1	1	-7	-8	-6	1
CCOC(=O)c1cnn2cc(-c3[nH]ncc3[N+](=O)[O-])cnc12	20	i	2	-4	3	-2	-3	0	-1	-1
CC(=O)CSc1nnc(-c2ccc(S(=O)(=O)N3CCC(C)CC3)cc2)o1	12	i	-2	22	0	2	29	-7	-2	1
O=C(c1ccc([N+](=O)[O-])o1)N1CCN(c2nc3c(Cl)cccc3s2)CC1	-1	i	18	20	/	2	11	8	12	-1
O=C(CSCc1ccc(Cl)cc1)Nc1ccc2c(c1)OCCO2	33	i	-12	-12	2	1	2	4	2	-2
COc1cccc(C(=O)NCC(c2cccnc2)N2CCN(c3ccccc3OC)CC2)c1 (centres undefined)	23	i	6	8	-1	0	4	-3	2	-2
COc1ccc(N2C(=O)c3ccccc3NC2c2ccc(OC)c(Cn3nnc4ccccc43)c2)cc1 (centres undefined)	26	i	18	44	1	2	14	-8	3	-1
CC1=C/C(=C/N(C)c2ccccc2)C(=O)S1	-1	i	4	15	-3	5	5	-1	2	-2
CCOn1c(=O)c(-c2cc(OC)ccc2OC)[n+]([O-])c2ccccc21	13	i	-5	11	-6	0	2	8	-2	-1
COCCNC(=S)N1CCN(c2nc(-c3ccc(F)cc3)cs2)CC1	13	i	-11	-11	2	0	2	3	-3	-2
CCOc1cc(C(=O)NCCC(=O)N2CCC3(CC2)NCCc2[nH]cnc23)cc(OCC)c1OCC	38	i	-1	-6	-9	1	1	9	-1	-2
COCCCNC(=O)c1ccc(Cn2c(=O)c3ccccc3n(Cc3ccccc3C)c2=O)cc1	-3	i	-5	9	1	2	-6	11	3	-2
O=C(N[C@H](CO)Cc1ccccc1)c1ccco1	12	i	-6	-3	/	1	1	-1	2	-3
O=C(NNC(=S)Nc1ccccc1)c1cccs1	11	i	13	17	-3	5	1	4	13	1
CCCc1ccc(OCC(=O)O)cc1	12	i	1	5	-1	-5	-5	-4	3	9
O=C(Cn1ncc(Cl)c(Cl)c1=O)c1ccc(Cl)cc1	-40	i	29	56*	1	0	0	9	4	-2
CCOc1ccc(C(=O)c2ccncc2)cc1	3	i	9	0	-2	-1	7	7	9	-4
O=C(Cn1nnc(-c2ccccc2)n1)Nc1cccc(S(=O)(=O)N2CCCC2)c1	-57	i	-2	-12	/	-1	25	4	-1	-1
COc1ccc(N2C(=O)CSC2c2cccs2)cc1 (centres undefined)	20	i	-20	-42	1	0	-1	-1	4	4
CCn1c(SCC(=O)NC2=NCCS2)nnc1C(C)NC(=O)c1ccc(Cl)cc1 (centres undefined)	19	i	-8	12	-3	0	-10	2	3	-2
CC(C)(C)[C@H]1C=C(C(=O)O)O[C@@H](OCCCCO)C1	15	i	-5	5	/	4	-16	-2	-2	-2
Cc1ccccc1C(=O)OC(C)CN1CCOCC1 (centres undefined)	3	i	-7	-3	6	-1	0	-4	4	/
CSCc1ccc(C(=O)NC(C)c2cnn(-c3ccccn3)c2C)o1 (centres undefined)	6	i	3	9	0	-3	6	-3	-9	-1
CN(c1ccc(OCC(=O)N2CCC(C(N)=O)CC2)cc1)S(=O)(=O)c1cccs1	27	i	-14	-33	1	1	7	-5	/	0
CCC(=O)Nc1sc2c(c1C(N)=O)CCN(Cc1ccccc1)C2	9	i	5	7	-3	-1	22	-2	8	4
CCOC(=O)C1(CCSC)NC(c2ccco2)C2C(=O)N(CC)C(=O)C21 (centres undefined)	2	i	16	30	-1	3	-1	8	3	1
Cc1nc2cc(Cl)c(Cl)cc2nc1C	11	i	-9	5	6	2	3	-2	1	-9
O=C(NCCCN1CCOCC1)c1cccc(S(=O)(=O)N2CCc3ccccc3C2)c1	5	i	-1	-4	3	2	6	-4	1	-1
O=C(NC1CC1)C1CCN(S(=O)(=O)c2cc(Cl)ccc2Cl)CC1	16	i	1	8	-5	-3	2	-5	-4	-4
Cn1nc(-c2ccccc2)cc1NC(=O)Nc1ccc(C(C)(C)C)cc1	30	i	5	42	0	4	12	20	4	0
O=C(CC1C(=O)NCCN1CC(c1ccccc1)c1ccccc1)NC1CC1 (centres undefined)	33	i	3	-3	-3	-2	-1	-4	-3	0
Fc1ccc(CO/N=C/C2=C(Cl)c3ccccc3CC2)cc1	4	i	-45	-55	10	1	1	2	2	1
Cc1ccc(C)c(NC(=O)NCCN2CCCCC2)c1	2	i	2	-23	-2	0	26	1	/	-2
COc1ccc(C(=O)CCC(=O)Nc2cccnc2)cc1	-4	i	-4	-4	-4	-2	10	2	-2	0

Record cards (already shown). Order of values: AI-2 QS mod	PolyA inhibitor	HSF1 inh	HSF1 activator	HSP90 refold inh	GSK3beta inhib	Platelet DG rel	HDAC3 inh	DYRK1A inh	GSK3 alpha inh
Cn1nc(-c2ccccc2)cc1NC(=O)Nc1ccc(C(C)(C)C)cc1 in the list: 30	i	5	42	0	4	12	20	4	0
Cc1nc2cc(Cl)c(Cl)cc2nc1C in the list: 11	i	-9	5	6	2	3	-2	1	-9

New compounds follow
SMILES	AI-2 QS mod	PolyA inhibitor	HSF1 inh	HSF1 activator	HSP90 refold inh	GSK3beta inhib	Platelet DG rel	HDAC3 inh	DYRK1A inh	GSK3 alpha inh
CCN(CC(=O)Nc1ccc(OC)cc1)C(=O)COc1cccc2c1OC(C)(C)C2	21	i	3	13	/	3	4	2	/	0
COc1cccc(-c2c(C(=O)N/N=C/c3ccoc3)nnn2-c2nonc2N)c1	34	i	2	0	1	-14	14	7	17	26
CCOC(=O)C1(Cc2ccccc2C)CCCN(C(=O)c2ccc(CSC)o2)C1 (centres undefined)	22	i	10	-4	1	2	-3	4	4	-3
O=C(Cn1cnc(S(=O)(=O)N2CCCC2)c1)Nc1ccc(OC(F)(F)F)cc1	23	i	-4	7	-3	2	-4	0	-4	-1
C=CCn1c(SCc2ccc(C#N)cc2)nnc1-c1cccc(Cl)c1	12	i	2	6	4	-1	8	-6	-4	-2
Cc1ccc(C(=O)OCC(=O)N(C)c2ccccc2)c(C)c1	2	i	3	38	0	3	-11	0	-8	1
CCOC(=O)C(C)Oc1ccc(=O)n(-c2ccccc2)n1 (centres undefined)	28	i	-1	8	2	2	-5	1	-5	-3
COc1ccc(C(C(=O)NC(C)(C)C)N(C(=O)CNC(=O)c2cccs2)c2ccc(C)cc2)cc1OC (centres undefined)	15	i	-2	10	5	-1	-4	4	/	-1
Cc1ccc(OCc2nnc(SCC(=O)O)n2-c2ccccc2)cc1	-8	i	-4	3	/	1	-4	5	-2	-2
Cc1nc(SCC(=O)NC(=O)NC(C)(C)C)nc(C)c1C	16	i	0	-4	1	2	16	4	-7	-3
O=C(COC(=O)c1ccccc1SCC(=O)N1CCCC1)Nc1ccc(OC(F)F)cc1	5	i	0	-4	/	1	3	-1	5	0
Cn1cccc1CC(=O)NNC(=O)Nc1ccc(F)cc1	20	i	-10	-8	-1	-2	2	2	1	/

Arranged by SMILES length (lowest first): part of the list above
SMILES	AI-2 QS mod	PolyA inhibitor	HSF1 inh	HSF1 activator	HSP90 refold inh	GSK3beta inhib	Platelet DG rel	HDAC3 inh	DYRK1A inh	GSK3 alpha inh
CCOC(=O)C(C)Oc1ccc(=O)n(-c2ccccc2)n1 (centres undefined)	28	i	-1	8	2	2	-5	1	-5	-3
Cc1nc(SCC(=O)NC(=O)NC(C)(C)C)nc(C)c1C	16	i	0	-4	1	2	16	4	-7	-3
Cc1ccc(C(=O)OCC(=O)N(C)c2ccccc2)c(C)c1	2	i	3	38	0	3	-11	0	-8	1

(next part)
SMILES	AI-2 QS mod	PolyA inhibitor	HSF1 inh	HSF1 activator	HSP90 refold inh	GSK3beta inhib	Platelet DG rel	HDAC3 inh	DYRK1A inh	GSK3 alpha inh
COc1ccc(NC(=O)Nc2nnc(N3CCC(C)CC3)s2)cc1OC	4	i	4	22	0	-2	-9	19	6	-4
CCn1c(SCc2nc3ccccc3[nH]2)nnc1-c1cccs1	7	i	6	9	4	0	29	1	3	-1
Cc1ccc(C)c(OCC(=O)NCCN(C)C)c1	18	i	3	17	-1	-1	-18	-1	4	-5
CCNS(=O)(=O)c1cc(S(C)(=O)=O)ccc1Cl	27	i	3	48	-2	3	5	4	5	-2
CCOc1ccc(CCNC(=O)Cc2ccc(NC3=NC4CS(=O)(=O)CC4S3)cc2)cc1OCC (centres undefined)	15	i	-35	-43	-6	2	2	0	0	-1
CC1CCCCN1CCCNc1ccc(C(CC(N)=O)NC(=O)Cc2cccc3ccccc23)cc1[N+](=O)[O-] (centres undefined)	43	i	-5	-9	2	1	-2	1	4	1
COc1ccc(-n2c(C)cc3cc(OC(C)=O)ccc32)cc1	16	i	-4	-17	-7	-1	8	-4	-2	-1
CC(C)(C)C(=O)Nc1ccccc1C(=O)NCc1cccnc1	3	i	-5	-7	0	-4	10	-4	-6	5
Cc1ccc(NC(=O)c2snc3ccc(Cl)cc23)cc1C	20	i	25	56*	-4	1	-4	4	-5	-1
O=C(Nc1ccccc1)NN(C(=O)CCl)c1ccccc1	17	i	11	10	-2	0	1	1	7	0
Cc1csc(NC(=O)CSc2ccc(-c3ccccc3)nn2)n1	10	i	-44	-57	0	0	4	-4	0	-4
Cn1c(Oc2ccc(F)cc2F)c(C=O)c2ccccc21	3	i	-10	-5	0	4	5	4	50	-2

Not a retest: entries from further up.
SMILES	AI-2 QS mod	PolyA inhibitor	HSF1 inh	HSF1 activator	HSP90 refold inh	GSK3beta inhib	Platelet DG rel	HDAC3 inh	DYRK1A inh	GSK3 alpha inh
COC(=O)c1cc(S(=O)(=O)N2CCCC2)c(Cl)cc1Cl	9	i	1	4	6	2	-2	-6	/	0
N#Cc1ccccc1OCC(=O)C1CC1	-5	i	13	46	2	-5	4	4	-1	1
Cc1cc(C)n2nc(SCC(=O)N/N=C/c3ccccc3F)nc2n1	18	i	8	-16	1	1	-7	-8	-6	1
CCOC(=O)c1cnn2cc(-c3[nH]ncc3[N+](=O)[O-])cnc12	20	i	2	-4	3	-2	-3	0	-1	-1
CC(=O)CSc1nnc(-c2ccc(S(=O)(=O)N3CCC(C)CC3)cc2)o1	12	i	-2	22	0	2	29	-7	-2	1
O=C(c1ccc([N+](=O)[O-])o1)N1CCN(c2nc3c(Cl)cccc3s2)CC1	-1	i	18	20	/	2	11	8	12	-1

Assay outcomes from PubChem BioAssay.

Some of the compounds tested; rates above refer to the full screens.
